ATXN viability = Viability Counterscreen for Primary qHTS for Inhibitors of ATXN expression; AID 651635, 2014; 400,000 compounds, 0.49% hits; S2 cells (HEK-293 line with an ATXN2-luciferase reporter) viability, CellTiter-Fluor protease fluorescence, 24 h; Potency, µM (highest dose often 56.7 µM), usual class: cytotoxic; also: potency is read from the fitted curve at half-maximal effect; nearly all actives have a fitted effect of over 40% in size
ATXN2 expr inh = Primary qHTS for Inhibitors of ATXN expression; Potency, µM (highest dose often 57 µM), for the others: at the highest dose activity change, negative = inhibition, actives largely listed as inhibitors; 360,000 compounds, 0.72% hits; HEK-293 ATXN2-luciferase reporter, luminescence, 24 h; also: potency is read from the fitted curve at half-maximal effect; % is scaled to controls: 0 for no effect and ±100 for the full control effect; nearly all actives have a fitted effect of over 55% in size
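ATXN2-luciferase reporter cells (luciferase flanked by upstream and downstream ATXN2 gene portions) were treated 24 h at 37 °C with compounds at up to 57 uM. SteadyGlo luminescence gave expression; GF-AFC fluorescence gave viability.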
IL2 activator = qHTS of IL-2 Activators. AID 652025, 2013. activation, % (series mostly up to about 46 µM). IL-2 activation reporter assay, cell-based qHTS; stimulated with anti-CD3/CD4/CD28 beads; in transgenic mouse T cells. 360,000 compounds, 0.065% hits; in the data active = activation above about 50%; inconclusive = mostly about 30% to 49%; also: 0% is about no effect
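Readout is EGFP and DsRed signal by fluorescent plate cytometry after 18 h at 37 degrees C. Transgenic mouse T cells (750/well) received compound for 60 min before bead stimulation (anti-CD3, anti-CD4, anti-CD28); memory T cells served as non-tolerant control.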
A549 tox = Nrf2 qHTS screen for inhibitors: counterscreen for cytotoxicity | A549 ARE-Fluc cells, CellTiter-Fluor viability, 18-24 h | Potency, µM (top dose mostly 46 µM), without a hit: at the top dose activity change, negative = cytotoxicity, actives largely listed as inhibitors | 390,000 compounds, 0.16% hits | AID 504648, 2011; also: potency is read from the fitted curve at half-maximal effect; % is scaled to controls: 0 for no effect and ±100 for the full control effect
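A549 ARE-Fluc cells in 5% FBS OPTI-MEM, 5000 cells/well, rested 2 h then exposed to compounds in concentration-response for 18-24 h at 37 °C. Viability by CellTiter-Fluor fluorescence (Ex 405/Em 525) after 30 min; luciferase luminescence (BugLite, 15 min, RT) read afterwards.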
Nrf2 block = Nrf2 qHTS screen for inhibitors; Potency, µM (top dose mostly 46 µM), for the others: top-dose activity change, negative = inhibition, most hits filed as inhibitors; AID 504444, 2011; 360,000 compounds, 2.1% hits; A549 ARE-Fluc reporter, luciferase luminescence, 18-24 h; also: potency is read from the fitted curve at half-maximal effect; % is scaled to controls: 0 for no effect and ±100 for the full control effect; nearly all actives have a fitted effect of over 60% in size
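Reporter: ARE-Fluc in A549. Exposure: 18-24 h, 37 °C, 5% CO2, 5% FBS OPTI-MEM. Readouts: fluorescent cytotoxicity (CellTiter-Fluor), then luminescent Nrf2 signal after BugLite.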
TGFb inhibitor = qHTS for Inhibitors of TGF-b | HepG2 CAGA-GFP TGF-b/SMAD3 reporter, GFP fluorescence, 18 h; TGF-beta stimulated, 500 pg/mL final | Potency, µM (titrated, usually from 46.1 µM), without a hit: at the top dose activity, negative = inhibition, usual class: inhibitors | 410,000 compounds, 1.2% hits | AID 588855, 2011; also: potency is read from the fitted curve at half-maximal effect; % is scaled to controls: 0 for no effect and ±100 for the full control effect; nearly all actives have a fitted effect of over 65% in size
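First, reporter cells (HEPG2 CAGA-GFP) rested 2 h at 37 degrees C. Next, compounds were pinned in and TGF-beta added to 500 pg/mL final. After 18 h, GFP was imaged per cell and summed per well.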
EPAC2 agonist = qHTS for Agonist of cAMP-regulated guanine nucleotide exchange factor 4 (EPAC2): primary screen; EPAC2 activation, biochemical qHTS; response scale: 100% = 6.5 mM cAMP response; Potency, µM (doses to about 154 µM), without a hit: at the highest dose activation, hits mostly activators; 360,000 compounds, 0.079% hits; also: potency is read from the fitted curve at half-maximal effect; nearly all actives have a fitted effect of over 50% in size
Target sequence (Q8WZA2 whole entry, looked up): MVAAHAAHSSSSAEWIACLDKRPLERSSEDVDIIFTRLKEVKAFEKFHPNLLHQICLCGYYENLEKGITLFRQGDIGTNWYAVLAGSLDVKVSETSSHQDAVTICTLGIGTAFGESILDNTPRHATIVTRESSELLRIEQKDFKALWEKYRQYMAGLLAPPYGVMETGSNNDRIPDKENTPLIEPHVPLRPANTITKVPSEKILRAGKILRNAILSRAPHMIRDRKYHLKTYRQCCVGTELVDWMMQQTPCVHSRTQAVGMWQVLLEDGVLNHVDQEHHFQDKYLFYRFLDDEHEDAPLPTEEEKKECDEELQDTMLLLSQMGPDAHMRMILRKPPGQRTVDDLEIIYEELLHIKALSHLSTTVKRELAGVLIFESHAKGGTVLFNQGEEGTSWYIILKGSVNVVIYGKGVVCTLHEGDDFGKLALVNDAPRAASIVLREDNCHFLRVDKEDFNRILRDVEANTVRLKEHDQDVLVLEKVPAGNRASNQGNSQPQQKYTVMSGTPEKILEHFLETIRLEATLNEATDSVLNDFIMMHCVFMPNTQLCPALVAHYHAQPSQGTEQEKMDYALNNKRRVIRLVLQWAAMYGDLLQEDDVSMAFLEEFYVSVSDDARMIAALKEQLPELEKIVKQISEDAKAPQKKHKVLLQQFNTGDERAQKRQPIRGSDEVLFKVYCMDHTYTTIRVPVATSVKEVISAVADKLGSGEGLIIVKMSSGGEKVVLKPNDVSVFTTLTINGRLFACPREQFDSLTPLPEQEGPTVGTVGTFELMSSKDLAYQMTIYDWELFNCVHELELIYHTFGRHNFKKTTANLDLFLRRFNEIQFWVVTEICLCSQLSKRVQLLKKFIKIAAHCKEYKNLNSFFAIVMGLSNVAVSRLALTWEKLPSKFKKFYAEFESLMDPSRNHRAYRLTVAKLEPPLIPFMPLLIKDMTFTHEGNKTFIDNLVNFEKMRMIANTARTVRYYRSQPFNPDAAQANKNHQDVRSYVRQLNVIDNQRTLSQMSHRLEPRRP
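Nucleotide exchange monitored as fluorescence drop when BODIPY-GDP leaves Rap1B. Reaction: 100 nM EPAC2, 250 nM RAP1B-BODIPY-GDP, 50 uM GDP, room temperature, kinetic read over 30 min. Activity expressed relative to 6.5 mM cAMP.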
HepG2 viability = qHTS for Inhibitors of TGF-b: Cytotox Counterscreen | AID 588856, 2011 | Potency, µM (titrated, usually from 46.1 µM), for the others: at the top dose activity change, negative = cytotoxicity, usual class: cytotoxic | HepG2 CAGA-GFP viability, ATP luminescence, 18 h | 410,000 compounds, 0.76% hits; also: potency is read from the fitted curve at half-maximal effect; some results filed as inactive show a strong effect at the top dose
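CellTiter-Glo luminescence gave cytotoxicity after 18 hours at 37 degrees C. The cells were HepG2 CAGA-GFP in 1% FBS DMEM, stimulated with 500 pg/mL TGF-beta after compound addition. %Activity was normalised to no-cell wells (complete cell-killing) and DMSO (no toxicity), and curves were fitted and classified.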
Nrf2 ARE act = qHTS of Nrf2 Activators | AREc32 ARE-luciferase reporter (MCF7-derived line), luminescence, 24 h | Potency, µM (doses to about 46.1 µM), without a hit: at the top dose activation, actives largely listed as activators | 410,000 compounds, 0.31% hits; also: potency is read from the fitted curve at half-maximal effect; % of control where 0% means no effect; nearly all actives have a fitted effect of over 65% in size
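ARE-driven firefly luciferase activity in AREc32 cells measured after a 24 hr compound exposure at 37 deg C, using Steady-Glo reagent and a 30 min room-temperature hold.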
Numbers without * were called inactive; i = inactive; ? = inconclusive; . = not tested or not shown; & = joins results of further samples; [ ] = remark or other dose. Unless noted, calls follow the shape of the dose curve; as a rule, active = well fitted curve in the direction sought with a large enough effect; inconclusive = small, poorly fitted or top-dose-only effect, or another doubt; inactive = no such curve, though single readings can be large; an effect the other way counts as inactive or inconclusive.

#1 Cn1c(=O)c(=O)n(C)c2cc(S(=O)(=O)N3CCN(c4ccccc4F)CC3)ccc21
#2 C[C@@H](CC#N)CN1CC[C@H](C(C)(C)C)CCC1=O
#3 CCn1c(SCC(=O)N(C)CC(=O)Nc2cccc(OC)c2)nnc1-c1ccco1
#4 Cc1cc(C)n(-c2c(F)c(F)c(CN3CCOCC3)c(F)c2F)n1
#5 Cc1cccc(NC(=O)NCCOCCn2c(=O)oc3ccccc32)c1C
#6 COc1cc(OC)c(OC)cc1CCC(C)NCCC(c1ccccc1)c1ccccc1 (centres undefined)
#7 Nc1nn(-c2ccccc2Cl)cc1-c1nn[nH]n1
#8 COc1ccc(NC(=O)C2(C)Cc3c(-c4ccc(C(N)=O)cc4)ccnc3O2)cn1 (centres undefined)
#9 COC(=O)c1ccc(C2/C(=C(\O)c3ccc4c(c3)OCCO4)C(=O)C(=O)N2CCCN(C)C)cc1 (centres undefined)
#10 Cc1ccc(N(C(=O)c2csnn2)C(C(=O)NC2CCCC2)c2cccnc2)c(C)c1 (centres undefined)

Compound | 1 | 2 | 3 | 4 | 5 | 6 | 7 | 8 | 9 | 10
ATXN viability | i | i | i | i | i | 16µM* | i | i | i | i
ATXN2 expr inh | 8%&-4% | -6% | -4% | 2% | -13% | . | . | -6% | -14% | 25%
IL2 activator | 1.5 | 2.4 | -3.1 | -0.6 | . | -3.1 | -0.8 | 1.6 | -1.1 | -1.2
A549 tox | -2%&1% | -2% | 10% | -2% | 4% | 4% | 0% | . | 1% | 1%
Nrf2 block | ? | -22% | 13% | -10% | 7% | -1% | 16% | . | -6% | -10%
TGFb inhibitor | 11%&-15% | -1%&-8% | 0% | 4% | -27% | 14µM* | 0% | 35%[activator] | -5% | -2%
EPAC2 agonist | -2% | 2% | 2% | 14% | . | -2% | 3% | 6% | 1% | 6%
HepG2 viability | -11%&-2% | -6%&-7% | -2% | -4% | -21% | 11µM* | 139% | -1% | -10% | -5%
Nrf2 ARE act | -0.9%&-0.5% | -0.4% | 7.7% | 0.1% | 3.4% | -2.7% | -0.7% | -0.3%[9.22 µM] | 0.3% | -0.2%

#11 O=C(COc1ccc(Br)cc1)NCCCNC(=O)c1ccncc1
#12 Cc1cc(OCC(=O)N2CCc3ccccc3C2)c2c(-c3ccccc3)cc(=O)oc2c1
#13 Cn1c(Sc2ccc(C(=O)O)cc2[N+](=O)[O-])nnc1-c1ccccc1
#14 Cc1cc(N2CCN(C)CC2)nc(=S)[nH]1
#15 CCC[C@H]1CN(c2ccccc2)C(=O)[C@@H]1CC(=O)Nc1ccccc1
#16 COc1ccc(OC(=O)COc2ccc(Cl)cc2)cc1
#17 O=[N+]([O-])c1ccc2[nH]c(O)c(N=Nc3ccc(F)cc3)c2c1
#18 CC(c1ccccc1)n1c(Cn2ncc3ccccc3c2=O)n[nH]c1=S (centres undefined)
#19 CC(C)C(=O)NC(=S)Nc1ccc(S(=O)(=O)N2CCN(C)CC2)cc1
#20 CCCN(CC1CC1)C(=O)CCc1nnc(C(OC)c2ccccc2)o1 (centres undefined)

Compound | 11 | 12 | 13 | 14 | 15 | 16 | 17 | 18 | 19 | 20
ATXN viability | i | i | i | i | i | i | i | i | i | i
ATXN2 expr inh | 0% | ? | 4% | 3% | -9% | -5% | 3% | 4% | -4% | -4%
IL2 activator | 0.0 | -2.6 | 0.2 | -0.4 | 0.3 | -3.1 | 6.0 | -0.9 | -0.4 | 3.9
A549 tox | 4% | -19% | 2% | -3% | . | 1% | 1% | 1% | 8% | 1%
Nrf2 block | 4% | 16µM* | 6% | 22% | . | 16% | 13% | -17% | 4% | 18%
TGFb inhibitor | 2% | ? | ? | 7% | -11% | 9% | -3% | 3% | -17% | 0%
EPAC2 agonist | 5% | 23% | 5% | 4% | 7% | 0% | 8% | 13% | 1% | 10%
HepG2 viability | 0% | -1% | -4% | 18% | -20% | 8% | -1% | 0% | -50% | -7%
Nrf2 ARE act | -0.2% | 2.0% | -0.1% | 0.4% | 0.9% | 0.0%[9.22 µM] | 4.8% | 0.1% | 0.4%[9.22 µM] | -0.3%

Reprinted at random: 4 records from the list, in no set order.
#15 CCC[C@H]1CN(c2ccccc2)C(=O)[C@@H]1CC(=O)Nc1ccccc1
#6 COc1cc(OC)c(OC)cc1CCC(C)NCCC(c1ccccc1)c1ccccc1 (centres undefined)
#17 O=[N+]([O-])c1ccc2[nH]c(O)c(N=Nc3ccc(F)cc3)c2c1
#19 CC(C)C(=O)NC(=S)Nc1ccc(S(=O)(=O)N2CCN(C)CC2)cc1

Compound | 15 | 6 | 17 | 19
ATXN viability | i | 16µM* | i | i
ATXN2 expr inh | -9% | . | 3% | -4%
IL2 activator | 0.3 | -3.1 | 6.0 | -0.4
A549 tox | . | 4% | 1% | 8%
Nrf2 block | . | -1% | 13% | 4%
TGFb inhibitor | -11% | 14µM* | -3% | -17%
EPAC2 agonist | 7% | -2% | 8% | 1%
HepG2 viability | -20% | 11µM* | -1% | -50%
Nrf2 ARE act | 0.9% | -2.7% | 4.8% | 0.4%[9.22 µM]

Further results follow:
#21 Cn1c(=O)c2c(ncn2C)n(C)c1=O
#22 CS(=O)(=O)N1CCN(c2ccccc2NC(=S)NC(=O)c2ccco2)CC1
#23 COc1cc(/C=N/NC(N)=O)cc([N+](=O)[O-])c1O
#24 Cc1ccc(C(=O)OCC(=O)N2C(C)CCCC2C)s1 (centres undefined)
#25 O=C(COC(=O)CNC(=O)C1CCCCC1)NC1CCCC1
#26 COc1ccc(/C=C(/NC(=O)c2ccccc2)C(=O)N/N=C/c2ccncc2)cc1
#27 COc1cccc(S(=O)(=O)Nc2cccnc2)c1
#28 COC(=O)c1ccccc1NC(=O)c1cncc(Br)c1
#29 Cc1ccc(C)c(OCCn2cc(/C=C(\C#N)C(=O)NCC3CCCO3)c3ccccc32)c1 (centres undefined)
#30 CCN(CC)c1ccc(C(=O)N2CCC(c3ccncc3)CC2)cc1

Compound | 21 | 22 | 23 | 24 | 25 | 26 | 27 | 28 | 29 | 30
ATXN viability | i | ? | i | i | . | i | i | i | i | i
ATXN2 expr inh | 9%&10%&6% | -6% | -24%[11.3 µM] | 26% | . | 6% | -8% | -8% | -11% | -11%
IL2 activator | -0.1 | -4.4 | -0.6 | 0.8 | . | 0.4 | -3.6 | 2.0 | -2.1 | .
A549 tox | 3% | -1% | -25% | 14% | 0% | -3% | 2% | -6% | ? | 1%
Nrf2 block | 23% | -4% | -25% | ? | -2% | 19% | -1% | 7% | ? | .
TGFb inhibitor | -10% | -15% | 3% | -11% | 10% | -2% | ? | 1% | -6% | ?
EPAC2 agonist | -7% | 8% | 2% | 6% | . | -3% | 2% | 6% | 13% | .
HepG2 viability | -1% | -25% | -25% | -1% | 4% | 1% | -46% | -4% | -9% | -25%
Nrf2 ARE act | 0.3% | 0.6% | 0.5% | 0.5% | . | -0.7% | 0.1% | 12% | 0.2% | -0.5%

#31 O=C(O)CCC(=O)N1CCc2cc(S(=O)(=O)NC3CCCc4ccccc43)ccc21 (centres undefined)
#32 CN(C)c1ccc(CNC(=O)c2cnc3sc(N4CCCC4)nn3c2=O)cc1
#33 COc1cc(O)c(C(CCN2CCCCC2)c2ccc3c(c2)OCO3)c(OC)c1 (centres undefined)
#34 N=c1n(CCO)c2ccccc2n1CCN1CCCCC1
#35 COc1ccc2c(c1)c1c(c(=O)n(Cc3ccccc3)c(=O)n1CC(=O)Nc1c(C)cccc1C)n2C
#36 COc1cccc(-c2ncn(CCc3ccccc3OC)c2C(C)C)c1
#37 Cc1ccc(CNC(=O)c2ccccc2NC(=O)CN2CCN(C)CC2)cc1
#38 Cc1ccc(C(=O)NC2CC2)cc1S(=O)(=O)N1CCOCC1
#39 O=C(CN1C(=O)S/C(=C\c2cccs2)C1=O)Nc1ccc(C(=O)O)c(O)c1
#40 CN(Cc1cccnc1)C(=O)c1cc(COc2ccc3ncccc3c2)on1
#41 Cc1c(C)n(Cc2ccccc2)c2ccc(C(=O)N3CCN(c4ccc(F)cc4)CC3)cc12
#42 O=C1NCCN(CC2CCN(CCC3CCCC3)CC2)C1=O

Compound | 31 | 32 | 33 | 34 | 35 | 36 | 37 | 38 | 39 | 40 | 41 | 42
ATXN viability | i | . | ? | i | i | 11µM* | i | i | i | i | . | i
ATXN2 expr inh | -8% | . | ? | -18% | 15% | ? | -4% | . | . | -29% | . | -1%
IL2 activator | 0.9 | . | 0.8 | -1.5 | . | -1.0 | -3.3 | -0.2 | 0.1 | -2.0 | . | -0.5
A549 tox | 10% | 3% | -7%&4% | -2% | -8% | . | 7% | 6% | 2% | -19% | -15% | 8%
Nrf2 block | 9% | 12% | 2%&-2% | 6% | 29% | . | 3% | 5% | 0% | 4.6µM* | -35% | 7%
TGFb inhibitor | -2% | -41% | ? | -29% | 10% | . | -14% | -1% | 10% | 0% | ? | -2%
EPAC2 agonist | 3% | . | 5% | 13% | . | 11% | 10% | 11% | -4% | 2% | . | 10%
HepG2 viability | 0% | 4% | -6%&-25% | 3% | 7% | . | -25% | 6% | 18% | -20% | -45% | -28%
Nrf2 ARE act | 0.0% | -0.8% | 13% | 0.0% | -0.6% | -0.4% | -0.1% | 0.0% | 3.3% | 2.3% | -0.3% | -1.2%

High-throughput results from PubChem BioAssay.
